High-throughput results as filed in PubChem BioAssay.
Cav32 inh: inhibitors of human Cav3.2 T-type calcium channel | O95180 | Cav3.2-expressing cells, Fluo-4 calcium fluorescence FDSS; active compounds read low | B-score at 10 µM | hit rate 4% among 100,000 | AID 449739;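 active = single-dose well whose peak fluorescence ratio is a statistical outlier from its plate by either plate-standardised score or position-corrected B-score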
Target sequence (O95180 whole entry, looked up): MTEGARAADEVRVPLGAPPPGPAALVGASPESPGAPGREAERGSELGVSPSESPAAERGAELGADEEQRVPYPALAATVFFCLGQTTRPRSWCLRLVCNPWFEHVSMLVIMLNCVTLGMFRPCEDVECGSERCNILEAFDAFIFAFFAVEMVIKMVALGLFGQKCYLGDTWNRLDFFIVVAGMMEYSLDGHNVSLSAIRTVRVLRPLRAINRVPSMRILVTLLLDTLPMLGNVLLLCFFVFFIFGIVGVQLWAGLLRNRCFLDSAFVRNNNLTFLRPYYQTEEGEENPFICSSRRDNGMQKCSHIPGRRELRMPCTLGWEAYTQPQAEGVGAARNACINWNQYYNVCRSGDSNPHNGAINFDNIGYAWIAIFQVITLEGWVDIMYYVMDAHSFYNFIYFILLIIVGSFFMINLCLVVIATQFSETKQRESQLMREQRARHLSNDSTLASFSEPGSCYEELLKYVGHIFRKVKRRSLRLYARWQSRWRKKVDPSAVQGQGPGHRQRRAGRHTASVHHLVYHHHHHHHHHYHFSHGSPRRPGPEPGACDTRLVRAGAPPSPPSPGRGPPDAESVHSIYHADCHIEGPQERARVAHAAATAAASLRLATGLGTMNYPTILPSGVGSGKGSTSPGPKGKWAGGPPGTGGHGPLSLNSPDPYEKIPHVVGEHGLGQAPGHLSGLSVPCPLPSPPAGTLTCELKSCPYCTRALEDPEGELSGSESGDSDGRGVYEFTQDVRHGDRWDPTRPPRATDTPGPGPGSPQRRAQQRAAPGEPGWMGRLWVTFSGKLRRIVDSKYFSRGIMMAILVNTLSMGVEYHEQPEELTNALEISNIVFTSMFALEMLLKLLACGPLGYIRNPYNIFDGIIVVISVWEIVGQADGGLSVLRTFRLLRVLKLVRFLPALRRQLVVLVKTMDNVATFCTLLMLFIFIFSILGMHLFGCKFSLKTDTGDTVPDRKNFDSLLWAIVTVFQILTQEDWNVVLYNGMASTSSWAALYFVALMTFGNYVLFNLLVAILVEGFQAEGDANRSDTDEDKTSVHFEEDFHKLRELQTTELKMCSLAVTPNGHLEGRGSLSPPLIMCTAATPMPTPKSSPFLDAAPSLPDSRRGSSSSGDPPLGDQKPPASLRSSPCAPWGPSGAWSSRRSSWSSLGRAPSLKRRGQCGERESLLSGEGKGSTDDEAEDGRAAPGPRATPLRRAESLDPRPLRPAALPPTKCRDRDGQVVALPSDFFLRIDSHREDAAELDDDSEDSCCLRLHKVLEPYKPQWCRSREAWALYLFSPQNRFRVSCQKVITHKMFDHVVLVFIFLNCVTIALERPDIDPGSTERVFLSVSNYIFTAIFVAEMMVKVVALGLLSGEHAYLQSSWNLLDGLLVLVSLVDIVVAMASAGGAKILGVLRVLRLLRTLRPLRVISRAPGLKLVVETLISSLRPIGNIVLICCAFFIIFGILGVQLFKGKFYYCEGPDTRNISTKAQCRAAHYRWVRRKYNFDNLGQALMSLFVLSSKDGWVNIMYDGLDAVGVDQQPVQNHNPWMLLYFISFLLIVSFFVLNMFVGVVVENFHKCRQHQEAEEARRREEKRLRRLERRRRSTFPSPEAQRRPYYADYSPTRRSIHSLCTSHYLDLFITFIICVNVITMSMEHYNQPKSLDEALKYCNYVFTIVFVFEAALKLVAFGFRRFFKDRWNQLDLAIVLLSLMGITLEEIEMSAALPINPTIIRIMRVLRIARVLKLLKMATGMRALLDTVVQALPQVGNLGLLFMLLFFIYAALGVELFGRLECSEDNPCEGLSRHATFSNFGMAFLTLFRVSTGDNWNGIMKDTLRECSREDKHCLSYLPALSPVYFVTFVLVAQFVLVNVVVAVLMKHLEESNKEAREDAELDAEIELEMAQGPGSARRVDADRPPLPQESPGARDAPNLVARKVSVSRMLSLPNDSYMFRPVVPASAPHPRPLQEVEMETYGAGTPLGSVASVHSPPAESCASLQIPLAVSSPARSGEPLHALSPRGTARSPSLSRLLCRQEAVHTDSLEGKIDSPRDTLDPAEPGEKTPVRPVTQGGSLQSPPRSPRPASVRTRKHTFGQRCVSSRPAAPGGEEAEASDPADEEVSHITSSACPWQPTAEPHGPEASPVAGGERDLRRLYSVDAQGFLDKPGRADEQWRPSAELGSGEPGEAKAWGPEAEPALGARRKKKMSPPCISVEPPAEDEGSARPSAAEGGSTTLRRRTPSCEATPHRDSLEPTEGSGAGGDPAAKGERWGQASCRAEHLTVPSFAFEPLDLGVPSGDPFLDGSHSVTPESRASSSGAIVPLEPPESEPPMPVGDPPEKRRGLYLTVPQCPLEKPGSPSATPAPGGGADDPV
Numbers without * were called inactive. Only part of the results is shown (hit frequency here may not be typical).

Cav32 inh | compound
-8.4* | Cc1ccc(-n2c(C)cc(/C=N/NC(=O)CN(c3ccc(C)cc3C)S(C)(=O)=O)c2C)cc1
-0.9 | CN(C)c1nc2sc3c(c2c(=O)n1C)CC(C)(C)OC3
2 | O=C(Cn1c(=O)c2c(ncn2Cc2ccccc2)n(Cc2ccccc2)c1=O)NC1CC1
0.71 | c1ccc(CCC2=NCCn3cccc32)cc1
1.2 | CCOc1ccccc1NC(=O)C1CC2CCCC(C1)C2=O (stereo unspecified)
0.011 | COCC(=O)Nc1cccc(C(F)(F)F)c1
0.052 | CCOC(=O)C1CCN(S(=O)(=O)c2cccc(-c3cn4cc(C)ccc4n3)c2)CC1
0.028 | COc1cc(NS(=O)(=O)c2ccc(NC(=O)/C(=C\c3ccccc3OC)NC(=O)c3ccccc3)cc2)nc(OC)n1
-0.56 | COc1cccc(NC(=O)c2nc3nc(C)cc(C(F)F)n3n2)c1
-3.8* | CC(C)C(c1nnnn1Cc1ccco1)N1CCN(c2cccc(Cl)c2)CC1 (stereo unspecified)
-0.72 | CC(C)(C)OC(=O)N1CCN(c2ccc(NC(=O)Cn3nnc(-c4ccccc4)n3)cc2)CC1
-2.3 | CCCCCc1cc(=O)oc2c(C(CCN3CCCC(C)C3)c3ccc4c(c3)OCO4)c(OC)cc(OC)c12 (stereo unspecified)
0.036 | COc1cccc(CNC(=O)c2nnn(CC(=O)Nc3ccc(C)c(C)c3)c2N)c1
0.44 | N#Cc1ccccc1NC(=O)Nc1cccs1
1.2 | O=C(Cc1ccc(F)cc1)c1ccc(O)cc1O
0.079 | CCn1c2ccc(/C(C)=N\O)cc2c2cc(/C(C)=N\O)ccc21
1.4 | CCOCc1cnc(C)nc1NCC(=O)c1c(C)n(C)c2ccc(OC)cc12
0.96 | CC(C)C(CCNC(=O)CN1C(=O)c2ccccc2C1=O)c1ccco1 (stereo unspecified)
0.8 | O=c1c2cccnc2[nH]c(=S)n1CCCN1CCN(c2ccc(F)cc2)CC1
-0.0065 | O=C(CN(C(=O)Cn1nnc(-c2ccc(F)cc2)n1)C1CCCC1)NC1CCCC1
-0.12 | COc1ccc(OC)c(CNn2c(-c3cccc(C)c3)nc3ccccc3c2=O)c1
-0.16 | CCOC(=O)c1cnc(SCC(=O)Nc2ccc3c(c2)OCCO3)nc1N
0.24 | COCn1c(-c2ccccc2)nc2ccccc21
0.053 | Cn1c(=O)c2c(nc(SCC(=O)N3CCc4ccccc4C3)n2C)n(C)c1=O
-6.6* | COc1ccc(Cl)cc1C(=O)NNC(=S)NC(=O)c1cc(-c2ccc(Cl)cc2)nc2ccccc12
0.19 | N#CCC(CNc1ncc(C(F)(F)F)cc1Cl)OC(=O)c1cccc(C(F)(F)F)c1 (stereo unspecified)
-2.9 | Cc1cc(Oc2nnnn2-c2ccccc2)ccc1Cl
-0.66 | Cc1cccc(Nc2nnc(SCc3cn4ccsc4n3)s2)c1
0.94 | CCN1CCN(Cc2c(O)ccc3c(=O)c(-c4ccc(OC)c(OC)c4)c(C)oc23)CC1
0.11 | CC1=C(C#N)C(Nc2cc(C)ccn2)(C(F)(F)F)C(=O)N1 (stereo unspecified)
0.86 | CC(C)CN1C(=O)NC(NC(=O)c2cccs2)(C(F)(F)F)C1=O (stereo unspecified)
1.1 | CSCCC(N=Cc1c(O)n(-c2ccc(F)cc2)c(=O)[nH]c1=O)C(=O)O (stereo unspecified)
0.77 | COc1ccc(NC(=O)C23CC4CC(C2)CC(n2cnc(Br)n2)(C4)C3)cc1OC
-4.4* | CC1C/C(=N\NC(=S)NCc2ccccc2)CC(C)(C)C1 (stereo unspecified)
-1.9 | CCOC(=O)CNc1c(-c2ccccc2)nc2ccc(Cl)cn12
-1.6 | C[C@H]1COC2=C1C(=O)C(=O)c1c2ccc2c1CCCC2(C)C
-0.022 | CCS(=O)(=O)N1CCN(c2cccc(C)c2C)CC1
-0.08 | O=C(Nc1ccon1)c1cc2c(s1)CCCC2
-0.27 | CCn1ncc(/C=N/NC(=O)c2ccc3c(c2)OCO3)c1C
0.0045 | COCCN(C(=O)c1ccco1)C(C(=O)NC1CCCC1)c1cccs1 (stereo unspecified)
0.58 | Nc1nc(SCc2ccccc2Cl)n[nH]1
0.68 | O=C(/C=C(\c1ccc(Cl)cc1)n1cncn1)c1ccc(Cl)cc1
-2.1 | C=CCNC(=O)c1c(CSc2ccccc2)noc1C(=O)NCc1ccccc1
0.066 | Cc1cc(NC(=O)C2CC2)ncc1NC(=O)C12CC3CC(CC(C3)C1)C2
0.047 | c1cncc(-c2nc3ccccc3[nH]2)c1
-0.26 | CCOC(=O)C1CCCN(C(=O)c2ccc3c(c2)NC(=O)C(N2CCOCC2)S3)C1 (stereo unspecified)
0.47 | CCOC(=O)CNC(=O)CSc1nc2cccnc2n1Cc1ccccc1
-0.66 | C=CCOn1c(C)c(C(C)=O)c2c3no[n+]([O-])c3ccc21
0.62 | C[C@H](NC(=O)c1nc[nH]c1C(=O)NC1CCN(C(=O)OC(C)(C)C)CC1)C(=O)OCc1ccccc1
4.3* | O=C(CN1C(=O)NC2(CCCCCC2)C1=O)N1CCC(Cc2ccccc2)CC1
-2 | Cc1ccc(-c2csc(N3CCC(NS(=O)(=O)c4ccc5c(c4)OCCO5)CC3)n2)cc1
-0.38 | OCCNCCOc1ccccc1F
-1.9 | O=C(Oc1ccc2[nH]cc(CCN3C(=O)c4ccccc4C3=O)c2c1)c1ccco1
0.36 | CC(C)CCNC(=O)C1CC(=O)N(C2CCCC2)C1 (stereo unspecified)
-0.058 | O=C1C2CCCN2C(c2ccccc2)N1c1nccs1 (stereo unspecified)
0.57 | CCOc1nc(NCCN2CCOCC2)nc(Nc2ccc(C)cc2)n1
1.1 | Cc1ccc(NC(=O)CNC(=O)c2ccccc2F)cc1Cl
0.16 | CCc1ccc2[nH]c(=O)c(CN(Cc3ccco3)S(=O)(=O)c3ccc4c(c3)OCCO4)cc2c1
1.5 | COc1ccc(OC)c(CNC(=O)COc2cc(=O)n(C)c3ccccc23)c1
0.023 | Cc1nn(-c2ccccc2)c(N2CCCC2)c1/C=N/O

Other compounds follow:
Cav32 inh | compound
-0.048 | O=C(NCCCCCNC(=O)c1ccco1)c1ccco1
-0.24 | CCOC(=O)c1cc(C#N)c(Oc2ccccc2OC)nc1-c1ccccc1
0.52 | Cc1cccc(N(C(=O)CNC(=O)c2ccco2)C(C(=O)NC2CCCC2)c2cccnc2)c1 (stereo unspecified)
-2 | CC(C)CNC(=O)COC(=O)c1cc(Cl)cc(Cl)c1N
-3.8* | O=C(CSc1ccc(Cl)cc1)N1CCN(c2ncc(C(F)(F)F)cc2Cl)CC1
-1.6 | Cn1cccc1-c1nc2ccc(NC(=O)c3cccs3)cc2[nH]1
-0.0074 | Cc1cc(N2CCN(S(=O)(=O)c3ccc(C)c(C)c3)CC2)c2ccccc2n1
-2.1 | CCOc1ccccc1NC(=S)NC(=O)CCCOc1ccc(Cl)cc1Cl
-0.48 | COC(=O)CSc1nnc(-c2ccc(S(=O)(=O)N3CCC(C)CC3)cc2)o1
-0.071 | Cc1ccc(C(C(=O)NC2CCCC2)N(Cc2cccnc2)C(=O)c2snc(C(N)=O)c2N)o1 (stereo unspecified)
2 | Cc1ccc(NC(=O)N(Cc2cccnc2)Cc2ccco2)cc1C
-0.14 | Cn1c(-c2ccc(Cl)cc2)ccc(C#N)c1=O

Structural class: the entries above containing a thiophene ring, fused or not
Cav32 inh | compound
-0.9 | CN(C)c1nc2sc3c(c2c(=O)n1C)CC(C)(C)OC3
0.44 | N#Cc1ccccc1NC(=O)Nc1cccs1
0.86 | CC(C)CN1C(=O)NC(NC(=O)c2cccs2)(C(F)(F)F)C1=O (stereo unspecified)
-0.08 | O=C(Nc1ccon1)c1cc2c(s1)CCCC2
0.0045 | COCCN(C(=O)c1ccco1)C(C(=O)NC1CCCC1)c1cccs1 (stereo unspecified)
-1.6 | Cn1cccc1-c1nc2ccc(NC(=O)c3cccs3)cc2[nH]1

Four entries from above, with bars between the fields:
compound | Cav32 inh
CCOc1ccccc1NC(=S)NC(=O)CCCOc1ccc(Cl)cc1Cl | -2.1
COC(=O)CSc1nnc(-c2ccc(S(=O)(=O)N3CCC(C)CC3)cc2)o1 | -0.48
Cc1ccc(C(C(=O)NC2CCCC2)N(Cc2cccnc2)C(=O)c2snc(C(N)=O)c2N)o1 (stereo unspecified) | -0.071
Cc1ccc(NC(=O)N(Cc2cccnc2)Cc2ccco2)cc1C | 2

Remaining list, next part:
Cav32 inh | compound
0.79 | N=c1n(CCO)c2ccccc2n1Cc1ccccc1Cl
0.29 | CC(=O)NCC(=O)N(c1c(C)n(C)n(-c2ccccc2)c1=O)C1(C(=O)NC2CCCC2)CCCCC1
-6.9* | CC1CCCN(c2nc3c(c(=O)n(C)c(=O)n3C)n2CCSc2nc3ccccc3s2)C1 (stereo unspecified)
0.42 | Cc1ccc(N2CN=c3s/c(=C\c4cccnc4)c(=O)n3C2)cc1
0.16 | COCCn1c(SCc2nc3sc(C(=O)OC)c(C)c3c(=O)[nH]2)nc2ccccc21
0.23 | Cc1nc2ccccc2n1CC(O)COCC1CC=CCC1 (stereo unspecified)
0.00095 | Cc1ccc2c(c1)NC(=O)C(CC(=O)NC1CCCCC1C)O2 (stereo unspecified)
-0.053 | Cn1c(Cl)nc2ccccc21
-2.3 | CCc1ccc2c(c1)c(N=NC1=NC(=O)CS1)c(O)n2CC
0.74 | O=C(c1cccc(Cl)c1)N1CCN(C2CCCCCC2)CC1
0.92 | Cc1sc(-c2ccccn2)nc1OC(=O)c1ccc(Cl)c(Cl)c1
-0.63 | COc1ccc(-c2noc(N(C)CC(=O)Nc3cccc(C(F)(F)F)c3)n2)cc1
-0.11 | CC1Oc2ccccc2C=C1/C=C1/SC(N2CCOCC2)=NC1=O (stereo unspecified)
0.77 | COc1ccc(/C=N/NC(=O)C2CCN(c3ncc(C(F)(F)F)cc3Cl)CC2)cc1
0.5 | CCn1nnnc1SCC(=O)Nc1cc(OC)cc(OC)c1
1.5 | COc1cc(OC)cc(C(=O)N2CCN(C3CCN(Cc4ccccc4)CC3)CC2)c1
0.21 | CCOC(=O)C1=C(C)N(CCCC(=O)O)C(=O)NC1c1cccs1 (stereo unspecified)
-0.15 | CC(C)c1cc(-c2cc(-c3ccccc3)on2)nc(NC2CCCC2)n1
1.2 | COC(C[C@@H]1O[C@H]1C(=O)COCc1ccccc1)OC
-0.073 | CCN(CCCn1c(=S)[nH]c2ncccc2c1=O)c1ccccc1
0.58 | CCC(CC)C(=O)c1c[nH]c(C(=O)NCCc2ccccn2)c1
-6* | Cc1ccc(Cn2cc(SCC(=O)Nc3nccs3)c3ccccc32)cc1
-2.4 | CCn1c(N2CCN(C(=O)C34CC5CC(CC(C5)C3)C4)CC2)nc2ccccc21
-0.18 | CN1C(=O)c2cccc(NC(=O)Cc3ccccc3)c2C1=O
0.14 | Cc1nc(Oc2ccccc2)c2oc3ccccc3c2n1
-0.69 | CCc1c(C)nc2ncnn2c1Nc1ccc(C)c(C)c1
-0.66 | Cc1csc2ncc(C(=O)Nc3ccccc3Cl)c(=O)n12
-1.7 | CCOCCCNC(=O)C(NC(=O)c1cnccn1)c1ccc(C)cc1 (stereo unspecified)
1.3 | Cc1ccc(C2CC2c2n[nH]c(=S)n2-c2ccc(Cl)cc2)cc1 (stereo unspecified)
-0.34 | CCOC(=O)/C(=N\Nc1ccc(OC)cc1)c1csc(Nc2ccccc2)n1
0.55 | CCCCN(C(=O)Cn1nnc2ccccc21)C(C(=O)NCCOC)c1cccs1 (stereo unspecified)
-2.8 | Cc1nnc(NC(=O)c2sc3nc(-c4cccs4)cc(C(F)(F)F)c3c2N)s1
0.35 | Cc1ccc(S(=O)(=O)N2CCN(C(=O)COc3ccc(NC(=O)c4ccco4)cc3)CC2)cc1
-0.77 | CCOC(=O)c1nc(-c2ccccc2)oc1N(C)C
-0.99 | Cc1cc(C)nc(SCc2cccc(C(=O)O)c2)n1
0.17 | Cc1cc(OCCOCCN2CCCC2)ccc1C(C)C
-3.2 | Cc1ccc(CN(Cc2cc3cc4c(cc3[nH]c2=O)OCCO4)Cc2nnnn2Cc2ccco2)cc1
0.95 | Cn1c(SCC(=O)NCCN2C(=O)CSC2=O)nc2ccccc2c1=O
2.3 | Cc1cccc(NC(=O)NC(C)C(c2cccs2)N2CCOCC2)c1 (stereo unspecified)
0.076 | O=C(C(Cc1ccccc1)N1C(=O)C2C3C=CC(C3)C2C1=O)N1CCCCC1 (stereo unspecified)
-0.18 | Cc1cc(C(=O)Nc2nc3c(s2)CCCC3)cs1
-0.48 | Cc1cc(C)nc(/N=C2/NC(=O)CS2)n1
0.92 | COC(=O)CN(C(=S)Nc1ccc(F)cc1)C1CC(=O)N(c2ccc(OC)cc2)C1=O (stereo unspecified)
0.69 | CNC(=O)c1csc(-c2ccncc2)n1
0.89 | CC(C)CCn1c(CN2CCN(Cc3ccccc3)CC2)nc2c1c(=O)[nH]c(=O)n2C
2.4 | CCC1(N(C(C)=O)c2ccc(OC)cc2)C(=O)c2ccccc2C1=O
0.39 | c1ccc(Nc2nn[nH]n2)cc1
-0.0076 | O=C(Nc1ccc2oc(=O)ccc2c1)c1ccco1
0.013 | N#CCCSCc1ccc(OCC(=O)O)cc1
0.66 | CC(=O)Nc1ccc(-c2cc3ccccc3o2)cc1
-2.7 | COc1ccc(C(C)C)cc1S(=O)(=O)n1cnc(C)c1
-2.4 | COc1ccc(CCNC(=O)Cn2cnc3c(nnn3Cc3ccccc3F)c2=O)cc1OC
-2.3 | CCNC(=S)N(Cc1ccc2c(c1)OCO2)C1CC(=O)N(c2ccc(OC)cc2)C1=O (stereo unspecified)
0.7 | O=C(N1CCOCC1)C1(c2ccccc2)CCCCC1
-0.34 | CCn1cc(Br)c(C(=O)NCc2ccco2)n1
-0.052 | COc1ccc(C(C(=O)NC2CCCCC2)N(C(=O)Cc2c[nH]c3ccccc23)c2ccc(NC(C)=O)cc2)cc1OC (stereo unspecified)
0.71 | COc1ccc(C(=O)c2nc3c(n2O)CCCCC3)cc1
-4 | Cc1cc(C(=O)COC(=O)c2n[nH]c3ccccc23)c(C)n1CC1CCCO1 (stereo unspecified)

Retrieved by compound from the entries so far, four records:
Cav32 inh | compound
-0.053 | Cn1c(Cl)nc2ccccc21
1.1 | CSCCC(N=Cc1c(O)n(-c2ccc(F)cc2)c(=O)[nH]c1=O)C(=O)O (stereo unspecified)
0.079 | CCn1c2ccc(/C(C)=N\O)cc2c2cc(/C(C)=N\O)ccc21
-2.1 | CCOc1ccccc1NC(=S)NC(=O)CCCOc1ccc(Cl)cc1Cl
